# HKDC1 inh: blocks human hexokinase HKDC1 activity | inhibition, % at 20 µM | 340,000 compounds, 0.16% hits | recombinant HKDC1, G6PDH/diaphorase resazurin coupled fluorescence;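 active = inhibition above about 35% when tested at 20 µM, limit read from the data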;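 also: plate controls were DMSO wells with enzyme for no effect and DMSO wells lacking enzyme for full effect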
#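 test system = in-house recombinant HK5 (HKDC1) enzyme | amount = HKDC1 at 5 µg/mL | control set = DMSO-enzyme wells negative, buffer-substituted wells positive | compound = one dose of 20 µM, 1% DMSO | schedule = reaction time 90 min, room temperature, protected from light | technique = resorufin fluorescence at 613 nm | reagent = glucose with 1 mM ATP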
# MPTP block: blocks calcium-induced mitochondrial swelling | isolated mouse mitochondria, Ca2+ swelling absorbance, 30 min | inhibition, % at 10 µM | 360,000 compounds, 1.4% hits | AID 602449;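 active = inhibition of 50% or more, scaled per plate between neutral and stimulator controls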;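 also: 0% = DMSO wells given calcium and 100% = 1 mM EGTA wells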
# ATG4B inh: ATG4B (human) cysteine protease inhibition; Q9Y4P1; ATG4B cleavage of LC3-PLA2, NBD-HPC fluorescence, 1 h; inhibition, % at 8.33 µM; 340,000 compounds, 0.51% hits; in the data active = inhibition above about 40%
# SENP8 inh: blocks human SENP8 cleavage of Nedd8 substrate. Q96LD8. recombinant SENP8, Nedd8 substrate fluorescence. inhibition, % at 20 µM. 360,000 compounds, 0.64% hits; in the data active = inhibition mostly above about 40%, no sharp cut-off; inactive = mostly below about 27%
# Target sequence (Q96LD8 whole entry, looked up): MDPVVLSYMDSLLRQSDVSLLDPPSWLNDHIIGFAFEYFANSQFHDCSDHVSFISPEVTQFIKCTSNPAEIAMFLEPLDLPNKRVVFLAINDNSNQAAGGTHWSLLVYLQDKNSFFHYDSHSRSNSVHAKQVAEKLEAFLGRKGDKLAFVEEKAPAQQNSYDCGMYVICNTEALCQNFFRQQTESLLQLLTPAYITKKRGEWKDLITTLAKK
# SENP6 block: blocks the human protease SENP6 | Recombinant SENP6 catalytic domain, aminoluciferin luminescence | 330,000 compounds, 1.8% hits | Q9GZR1 | inhibition, % at 10 µM;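 active = inhibition above about 50% at the single tested dose, limit read from the data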;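 also: plate controls were DMSO wells with enzyme for no effect and DMSO wells lacking enzyme for full effect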
# Target sequence (Q9GZR1 628-1112 limits assumed): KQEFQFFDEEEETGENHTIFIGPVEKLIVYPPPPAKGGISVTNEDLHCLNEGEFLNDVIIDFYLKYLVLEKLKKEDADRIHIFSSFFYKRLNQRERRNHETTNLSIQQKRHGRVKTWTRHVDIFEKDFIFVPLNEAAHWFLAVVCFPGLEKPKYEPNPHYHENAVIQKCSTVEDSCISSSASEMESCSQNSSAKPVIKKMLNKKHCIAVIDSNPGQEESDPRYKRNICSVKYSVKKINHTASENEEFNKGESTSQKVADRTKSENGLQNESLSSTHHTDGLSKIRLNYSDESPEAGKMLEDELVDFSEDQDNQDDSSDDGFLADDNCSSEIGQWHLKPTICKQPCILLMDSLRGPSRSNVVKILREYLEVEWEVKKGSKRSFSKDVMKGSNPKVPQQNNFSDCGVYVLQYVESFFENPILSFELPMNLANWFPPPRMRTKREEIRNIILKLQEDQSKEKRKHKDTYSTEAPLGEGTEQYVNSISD
# PfG6PD inh: PfG6PD (Plasmodium falciparum) enzyme inhibition. 350,000 compounds, 0.78% hits. inhibition, % at 20 µM. PfGluPho enzyme, NADPH resazurin-diaphorase fluorescence. AID 504690;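 active = inhibition reaching at least a set limit at 20 µM in the primary screen, cut at about 59% in these data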;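 also: 0% = DMSO wells with substrate and 100% = DMSO wells lacking glucose-6-phosphate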
# SENP7 block: inhibitors of human SENP7 protease; inhibition, % at 5 µM; AID 434973; recombinant SENP7, Z-RLRGG-aminoluciferin luminescence, 40 min; 330,000 compounds, 1.5% hits; Q9BQF6;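 active = inhibition above about 50% at the single test dose, limit read from the data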;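 also: plate controls were DMSO with enzyme for no effect and no enzyme buffer wells for full effect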
# Target sequence (Q9BQF6 706-1050 limits assumed): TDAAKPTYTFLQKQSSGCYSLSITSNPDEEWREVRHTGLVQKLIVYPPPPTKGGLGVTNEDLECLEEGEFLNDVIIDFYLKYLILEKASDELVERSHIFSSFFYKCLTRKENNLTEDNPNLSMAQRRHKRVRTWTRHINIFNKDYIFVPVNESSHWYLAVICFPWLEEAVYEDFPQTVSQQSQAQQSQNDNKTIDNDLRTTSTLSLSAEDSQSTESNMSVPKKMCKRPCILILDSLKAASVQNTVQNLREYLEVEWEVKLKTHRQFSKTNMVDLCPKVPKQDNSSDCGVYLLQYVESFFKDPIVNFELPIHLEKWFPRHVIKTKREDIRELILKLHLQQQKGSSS
# NR3A LBD binder: modulates the human NR3A ligand-binding domain; Tm shift relative to glycine control, % at 25 µM; NR3A LBD differential scanning fluorimetry, Tm shift; 0% = protein alone, 100% = glycine-bound protein; 340,000 compounds, 2.5% hits;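 active = melting temperature shift of at least 10% of the positive control shift, at one fixed dose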
# Active calls of the source: *; . = no result given.
# Results follow in this order: HKDC1 inh, MPTP block, ATG4B inh, SENP8 inh, SENP6 block, PfG6PD inh, SENP7 block, NR3A LBD binder
CCOC(=O)c1c(NC(=O)COC(=O)Cc2n[nH]c(=O)c3ccccc23)sc(C(=O)N(C)C)c1C
    1.4, -0.5, -14.7, -5.8, -6.3, -5.7, 2.3, 1.2
Cc1cccc(N(Cc2ccccc2)C(=O)c2ccc(F)c(S(=O)(=O)N3CCOCC3)c2)c1
    4.6, -2.0, -9.8, 21.0, -8.8, 12.0, -10.4, 0.2
COc1cccc(NC(=O)CN(C)C(=O)c2cn(-c3ccccc3)nc2-c2cccs2)c1
    0.3, 0.2, -19.2, -16.5, -17.4, 6.0, 7.0, 14.1*
CC1=NNC(=O)C1C(c1ccc(F)cc1)C(C#N)C#N (stereo not drawn)
    -6.3, 0.6, -6.0, 7.5, -33.5, -21.7, -6.8, 0.9
O=C(OCC1CCNCC1)c1ccc(F)cc1
    3.1, 0.0, 2.7, 17.8, ., 7.9, ., 1.1
C1CCN(c2nc3nonc3nc2N2CCCCC2)CC1
    1.3, -0.8, 2.9, 14.5, -1.6, -9.4, 1.3, 6.4
O=C(/C=C/c1ccco1)Nc1ccccc1C(=O)Nc1cccc(C(=O)O)c1
    -1.0, -0.4, 4.4, -13.7, 10.8, 0.7, 0.9, 1.6
O=C1Nc2ccccc2C1(O)c1ccccc1O (stereo not drawn)
    -4.7, -0.7, -5.1, 9.2, -17.0, 5.0, -6.5, 1.8
O=C(Nc1ccc(F)cc1)C(=O)c1c(O)[nH]c2ccc([N+](=O)[O-])cc12
    41.7*, 37.3, 15.5, 35.5, 74.6*, 15.8, 4.0, -5.1
COC(=O)NCCOc1nc(N(C)C)nc(N(C)C)n1
    -4.8, -3.8, -7.8, 8.1, -21.2, -3.1, -9.6, 0.1
COc1ccccc1C(=O)NC(C)C(c1cccs1)N1CCOCC1 (stereo not drawn)
    -8.1, -0.6, 10.0, 6.6, -22.8, -14.4, 7.8, -0.9
CN1CCN(S(=O)(=O)c2cccs2)CC1
    10.3, -1.7, -1.8, 12.3, -1.1, -5.0, -2.9, -1.0
N#Cc1ccccc1S(=O)(=O)N1CCN(C(=O)c2cc(=O)[nH]c3ccccc23)CC1
    -2.1, 1.8, -63.2, -160.9, 0.1, 12.6, -10.7, 1.7
CN(CC(=O)Nc1cccc(F)c1)C(=O)CCCc1c[nH]c2ccccc12
    5.8, 0.4, -1.7, 0.7, -3.0, 46.8, -3.2, -3.6
CSCCC(NC(=O)COc1ccccc1)C(=O)OCc1ccc([N+](=O)[O-])cc1 (stereo not drawn)
    -6.0, -0.9, -9.8, 12.0, -10.6, 3.9, 7.7, 3.1
COC(=O)c1ccc(C(=O)OC)c(NS(C)(=O)=O)c1
    -4.7, 0.2, 7.3, -23.2, 1.9, 8.2, 2.0, -1.0
N#Cc1c(Nc2ccccc2)sc(C(=O)c2ccccc2)c1N
    -9.2, 2.8, 8.6, 0.9, -13.9, -19.1, -0.4, -2.3
Cc1cccc(-n2ccc(=O)c(C(=O)Nc3ccc(S(=O)(=O)Nc4nccc(C)n4)cc3)n2)c1
    -3.3, -1.9, -3.0, 13.8, 2.9, 0.0, 0.5, 0.0
OC(C#CCCN1CCCCC1)(c1ccccc1)C1CCCCC1 (stereo not drawn)
    -1.4, 7.0, -1.4, 11.9, -15.9, -6.8, 5.8, 1.1
CCCCC(=O)N1C/C=C\[C@H](c2ccc(OC)cc2)N(Cc2ccc(F)cc2)C(=O)[C@@H]1C
    -1.9, 0.0, 0.5, -7.7, -4.9, 14.2, -4.8, -0.6

# Next part, starting with the last 2 of the part before.
# Results follow in this order: HKDC1 inh, MPTP block, ATG4B inh, SENP8 inh, SENP6 block, PfG6PD inh, SENP7 block, NR3A LBD binder
OC(C#CCCN1CCCCC1)(c1ccccc1)C1CCCCC1 (stereo not drawn)
    -1.4, 7.0, -1.4, 11.9, -15.9, -6.8, 5.8, 1.1
CCCCC(=O)N1C/C=C\[C@H](c2ccc(OC)cc2)N(Cc2ccc(F)cc2)C(=O)[C@@H]1C
    -1.9, 0.0, 0.5, -7.7, -4.9, 14.2, -4.8, -0.6
O=C(COC(=O)COc1ccc(Cl)cc1)Nc1ncc(Br)s1
    0.1, -1.9, -3.9, 16.9, -7.0, 2.8, 3.8, -1.2
O=[N+]([O-])c1c(NCc2ccccc2)cc(N2CCc3ccccc3C2)c2nonc12
    -0.6, 3.6, 29.0, 9.0, 11.1, 21.9, 10.3, 0.9
NS(=O)(=O)c1cccc(NC(=O)CCSc2ccccc2Cl)c1
    7.8, 4.1, -13.3, 9.4, 12.3, 8.3, 18.3, -20.6
COCC(C)NC(=O)C(C)N1c2cccc3cccc(c23)S1(=O)=O (stereo not drawn)
    -3.9, 0.2, -5.9, -443.1, -15.0, 8.0, -14.4, -0.7
CCC(C)NC(=O)c1ccc2c(SCC(=O)O)c3c(nc2c1)CCCC3 (stereo not drawn)
    -1.5, 2.3, -5.5, 2.4, -16.6, 1.3, 0.2, -2.0
CCOC(=O)C1(CCCc2ccccc2)CCN(C2CCN(C(C)=O)CC2)CC1
    -1.6, 2.3, -8.3, -19.6, -7.6, 14.4, 2.2, 0.0
CC(OC(=O)CCSc1ccccc1)C(=O)Nc1ccc(S(N)(=O)=O)cc1 (stereo not drawn)
    -3.7, -0.1, -12.8, -0.5, -5.6, 5.1, -7.9, -0.6
Cc1ccc(/C=C(\NC(=O)c2ccccc2)C(=O)NCC2CCCO2)o1 (stereo not drawn)
    5.9, -1.4, 0.6, 13.2, -4.8, -7.7, 6.6, -1.4
CC(C)(C)NCc1cccn1-c1sc2c(c1C#N)CCCC2
    -4.8, 0.9, 2.0, 9.7, -5.8, -5.7, 11.1, -1.1
C=CCn1c2ccccc2c2nnc(SCC(=O)OCN3C(=O)c4ccccc4C3=O)nc21
    7.8, 7.5, 10.5, -25.2, -2.7, -18.3, -1.5, 0.5
c1ccc(CN2CCOCCOCCOCCOCCOCCOCC2)cc1
    -11.6, -0.2, 9.7, 2.5, 2.6, -14.2, 8.2, -0.1
O=S(=O)(c1ccc(=S)[nH]c1)N1CCCC1
    8.8, -3.3, 4.3, 13.7, -28.8, 59.8*, 10.5, -2.3
O=C(Nc1ccc(Cl)cc1)N1CCC(c2nc(-c3ccccc3Cl)no2)CC1
    13.3, 24.1, -5.0, 10.1, -13.5, 8.1, -1.6, 1.9
CCCCN(C)C(=O)c1cc2c(Cl)nc3ccccc3c2s1
    1.4, -1.4, -9.6, 19.8, -1.4, 4.0, 2.2, -1.4
CC(C)CN(C(=O)COC(=O)c1cccc2ccccc12)c1c(N)n(Cc2ccccc2)c(=O)[nH]c1=O
    -1.8, -1.4, -3.9, -5.1, -13.0, -11.6, 2.2, -1.3
C[C@H](CO)N1C[C@H](C)[C@@H](CN(C)S(=O)(=O)c2ccccc2)Oc2c(NS(=O)(=O)c3ccccc3)cccc2C1=O
    -0.5, -2.6, -0.4, -1.6, 1.8, -16.9, -5.5, -1.9
Oc1[nH]c2ccccc2c1N=Nc1ccccn1
    -0.3, -0.9, -3.6, 21.0, ., 2.0, ., 1.3
O=C(O)c1cc(-c2ccc(Cl)cc2)n(-c2ccc(F)cc2)n1
    -0.7, 0.4, 15.9, 14.3, -4.6, 29.6, 6.5, -1.0
O=C(CN1CCN(c2ccc(Cl)cc2)CC1)NCc1ccccc1
    -3.7, -0.3, 1.2, 14.5, 3.3, -8.7, 17.0, 2.8
COc1ccccc1OCCn1cc(C(=O)c2ccco2)c2ccccc21
    2.1, 4.3, -16.5, -66.3, 5.1, 16.9, -5.2, -15.9
Cc1cc(NS(=O)(=O)c2ccc(NC(=O)/C=C/c3c(F)cccc3Cl)cc2)no1
    5.6, 0.9, 3.5, 3.5, 2.0, -40.1, -0.3, -3.8
OCC[C@H]1C[C@@H](O)[C@H](O)[C@@]2(CCCO2)O1
    -6.5, -0.3, 2.0, -1.8, 8.2, -18.6, -7.4, 0.1
COCCNC(=O)c1c(N)n(CCCn2ccnc2)c2nc3ccccc3nc12
    13.6, -2.4, -15.3, -318.0, 88.8*, 25.6, 66.8*, 2.4
COc1ccccc1C1C(C(C)=O)=C(O)C(=O)N1CCc1ccccc1 (stereo not drawn)
    2.2, 1.4, -3.8, 20.0, -2.0, -18.1, -5.2, 2.0
CCn1cc(CNC(=O)C2CCC(=O)N(Cc3ccccc3F)C2)cn1 (stereo not drawn)
    -0.7, 0.6, 1.5, 16.8, 2.8, -16.1, 4.0, -1.0
C=CCn1c(SCC(=O)NNC(=S)Nc2ccccc2)nnc1-c1ccccc1
    -2.2, 1.5, 0.5, 14.6, 6.7, 1.3, 5.2, -2.4
CC(=O)NCCn1c(SCC#N)nc2ccccc2c1=O
    -6.4, 0.9, -14.6, 27.3, -16.8, 7.7, -6.0, 0.8
CC(C)(Oc1ccc(Cl)cc1)C(=O)Nc1ccc2oc(=O)ccc2c1
    -2.5, -0.3, 1.0, -159.1, -11.6, 10.3, -1.5, -1.1
CC(C)(C)C(=O)Nc1cc(C(F)(F)F)ccc1-n1ccnc1
    -6.3, -1.0, 3.0, 12.4, 0.1, -0.3, 2.5, -0.8
CCOC(=O)C1CCCN(c2c(NCCN3CCCCC3CC)c(=O)c2=O)C1 (stereo not drawn)
    -5.2, 0.4, -6.7, 22.4, -12.9, -1.2, -19.9, -0.7
CC(C(=O)N1CCCC1)N1CCN(S(=O)(=O)c2ccc(OC(F)(F)F)cc2)CC1 (stereo not drawn)
    -1.0, 0.0, 7.5, 16.9, -8.3, -16.0, 1.0, 0.5
CN1CCN(NC(=O)c2ccc(COc3ccccc3Br)o2)CC1
    -6.1, -0.3, -1.9, 14.3, -0.1, -0.9, 5.1, 1.4
CCOc1ccc(NC(=O)c2cnccn2)cc1
    -3.6, 0.8, -0.2, 14.3, 36.1, -2.3, 39.1, 2.5
C[C@]12c3[nH]c4cc(-c5ccco5)ccc4c3CCN1C(=O)[C@@H](CC(=O)NCCC1=CCCCC1)C[C@@H]2C(=O)N1CCCCC1
    4.4, -3.2, ., -330.1, ., 25.7, -1.1, -1.1
CC(=O)N1CCN(c2ccccc2NC(=S)NC(=O)c2cc3ccccc3o2)CC1
    3.2, 0.7, -2.5, 4.4, -1.6, 9.7, 1.3, -1.4
COc1ccc(CCNC(=O)CCCn2nc(C)c([N+](=O)[O-])c2C)cc1OC
    -7.1, 1.4, -11.3, 7.2, 2.8, 6.2, 7.2, 0.5
COc1ccccc1NC(=O)c1cc([N+](=O)[O-])ccc1N1CCOCC1
    -14.7, -2.6, -5.1, 9.1, 19.3, 1.1, -3.5, 3.0
Cc1cc(S(=O)(=O)N(C)CCc2ccccc2)ccc1-n1cnnn1
    -4.9, 0.3, -6.6, 19.3, -27.3, -3.1, 2.8, 1.5
CCS(=O)(=O)NCCCc1ccccc1
    1.7, -1.5, -3.0, 19.4, 8.2, -17.4, 12.3, -3.0
COC(=O)c1cc(Cl)nc2ccccc12
    2.0, -0.9, -2.8, -58.3, -12.9, 3.1, 0.0, -0.3
Cc1nc2ccccn2c1C(=O)N/N=C/c1ccc([N+](=O)[O-])cc1
    -2.1, ., -0.1, ., -8.3, 12.2, 3.4, -0.2
Cc1cccc(OCc2nnc(SCCC(=O)O)n2-c2ccccc2)c1
    -7.1, -0.8, 2.2, 17.0, 3.4, -18.7, -5.8, 2.1

# Single values from the list:
# `COC(=O)c1cc(Cl)nc2ccccc12` in ATG4B inh is entered as -2.8
# `COCCNC(=O)c1c(N)n(CCCn2ccnc2)c2nc3ccccc3nc12` in MPTP block is entered as -2.4
# `C[C@]12c3[nH]c4cc(-c5ccco5)ccc4c3CCN1C(=O)[C@@H](CC(=O)NCCC1=CCCCC1)C[C@@H]2C(=O)N1CCCCC1` in PfG6PD inh is entered as 25.7

# Entries of single compounds from above.
# Cc1cccc(N(Cc2ccccc2)C(=O)c2ccc(F)c(S(=O)(=O)N3CCOCC3)c2)c1 is listed with HKDC1 inh = 4.6; MPTP block = -2.0; ATG4B inh = -9.8; SENP8 inh = 21.0; SENP6 block = -8.8; PfG6PD inh = 12.0; SENP7 block = -10.4; NR3A LBD binder = 0.2
# CC1=NNC(=O)C1C(c1ccc(F)cc1)C(C#N)C#N (stereo not drawn) is listed with HKDC1 inh = -6.3; MPTP block = 0.6; ATG4B inh = -6.0; SENP8 inh = 7.5; SENP6 block = -33.5; PfG6PD inh = -21.7; SENP7 block = -6.8; NR3A LBD binder = 0.9
